# Compound activity from PubChem.
# JMJD2C inh = inhibitors of human GASC-1 (JMJD2C) demethylase. AID 2099. 330,000 compounds, 0.069% hits. Q9H3R0. inhibition, % at 2.35 µM. GST-JMJD2C(1-420) H3K9me3 demethylation, DELFIA europium;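 active = more than half of a compound's replicate wells show inhibition beyond 50%, single wells judged on their own value; inconclusive = some, but no more than half, of replicates pass 50% inhibition; inactive = no replicate passes 50% inhibition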;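 note: signal counts dimethyl H3K9 product captured on neutravidin plate; 0% = median of DMSO wells and 100% = 0.3 times that DMSO median; strong numbers were not always called active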
# Target sequence (Q9H3R0 1-420 limits assumed): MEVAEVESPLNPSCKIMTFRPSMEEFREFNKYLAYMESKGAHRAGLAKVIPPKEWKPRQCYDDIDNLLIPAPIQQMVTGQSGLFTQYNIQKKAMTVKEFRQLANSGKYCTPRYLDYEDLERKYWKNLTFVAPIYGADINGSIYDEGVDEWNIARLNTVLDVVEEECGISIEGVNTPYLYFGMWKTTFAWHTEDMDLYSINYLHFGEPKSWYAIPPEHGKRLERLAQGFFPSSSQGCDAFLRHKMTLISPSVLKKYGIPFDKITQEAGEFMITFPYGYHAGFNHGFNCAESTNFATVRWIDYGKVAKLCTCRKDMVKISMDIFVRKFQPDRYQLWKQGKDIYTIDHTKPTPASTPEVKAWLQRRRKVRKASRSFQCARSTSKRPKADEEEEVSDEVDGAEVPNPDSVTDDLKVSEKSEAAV
# RPL19A-GFP yeast = yeast TOR pathway RPL19A-GFP modulation; percent response vs DMSO, % at 10 µM; S. cerevisiae RPL19A-GFP strain, flow cytometry, 3 h; hits give low values; 330,000 compounds, 0.3% hits;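 active = percent response vs DMSO below 50%; inconclusive = fewer than 70 events counted for the yeast strain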;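 note: median channel GFP fluorescence of the barcoded RPL19A-GFP strain; ratio of sample median GFP to plate DMSO average so 100% = DMSO; lower means less RPL19A-GFP as with rapamycin TOR inhibition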
# AGP1-GFP MLPCN = yeast TOR pathway AGP1-GFP modulation | S. cerevisiae AGP1-GFP multiplex flow cytometry, 3 h; GFP as percent of DMSO wells | GFP response vs DMSO, % at 10 µM | 320,000 compounds, 0.02% hits;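 active = GFP response relative to DMSO above a set limit, near screen average plus 3 SD, cut at about 150% in these data; inconclusive = fewer than 70 cells counted for the yeast strain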;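 note: median GFP channel fluorescence of the gated AGP1 strain per well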
# MEP2-GFP yeast = alters MEP2-GFP fluorescence in TOR pathway yeast screen | 330,000 compounds, 0.51% hits | S. cerevisiae MEP2-GFP strain, flow cytometry GFP, 3 h; 100% = DMSO control level | GFP response vs DMSO, % at 10 µM;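 active = GFP response versus DMSO above a set limit, roughly screen mean plus 3 SD, cut at about 180% in these data; inconclusive = fewer than 70 cells counted for a yeast strain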;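 note: median GFP fluorescence of the barcode-gated MEP2-GFP cells per well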
# CIT2 TOR yeast = modulators of TOR pathway CIT2-GFP in S. cerevisiae; GFP response vs DMSO, % at 10 µM; AID 2029; 320,000 compounds, 0.065% hits; S. cerevisiae CIT2-GFP strain, flow cytometry, 3 h; 100 means same as DMSO wells;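 active = GFP response relative to DMSO above a set limit, near the screen mean plus 3 SD, cut at about 150% in these data; inconclusive = Fewer than 70 cells measured for a yeast strain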;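 note: ratio of well median GFP fluorescence to mean of DMSO wells on the plate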
# VLA-4 inh = inhibition in a human VLA-4 binding assay. P13612. VLA-4 expressing cells, ligand binding flow cytometry. inhibition, % (about 7 µM as worked out from the volumes in the protocol). 330,000 compounds, 0.2% hits. AID 2557; in the data active = inhibition above about 50%
# GRK2 aptamer HTS = blocks RNA aptamer binding to human GRK2; bead flow cytometry, FAM-aptamer displacement from GRK2; 330,000 compounds, 0.59% hits; AID 488847; inhibition of aptamer binding, % at 10 µM;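 active = inhibition of aptamer binding above 40%, roughly 3 SD of noise, on plates passing a quality check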;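 note: median bead fluorescence of bound FAM aptamer so fluorescent compounds give negative values; no value below 0 was filed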
# Target sequence (P25098 whole entry, looked up): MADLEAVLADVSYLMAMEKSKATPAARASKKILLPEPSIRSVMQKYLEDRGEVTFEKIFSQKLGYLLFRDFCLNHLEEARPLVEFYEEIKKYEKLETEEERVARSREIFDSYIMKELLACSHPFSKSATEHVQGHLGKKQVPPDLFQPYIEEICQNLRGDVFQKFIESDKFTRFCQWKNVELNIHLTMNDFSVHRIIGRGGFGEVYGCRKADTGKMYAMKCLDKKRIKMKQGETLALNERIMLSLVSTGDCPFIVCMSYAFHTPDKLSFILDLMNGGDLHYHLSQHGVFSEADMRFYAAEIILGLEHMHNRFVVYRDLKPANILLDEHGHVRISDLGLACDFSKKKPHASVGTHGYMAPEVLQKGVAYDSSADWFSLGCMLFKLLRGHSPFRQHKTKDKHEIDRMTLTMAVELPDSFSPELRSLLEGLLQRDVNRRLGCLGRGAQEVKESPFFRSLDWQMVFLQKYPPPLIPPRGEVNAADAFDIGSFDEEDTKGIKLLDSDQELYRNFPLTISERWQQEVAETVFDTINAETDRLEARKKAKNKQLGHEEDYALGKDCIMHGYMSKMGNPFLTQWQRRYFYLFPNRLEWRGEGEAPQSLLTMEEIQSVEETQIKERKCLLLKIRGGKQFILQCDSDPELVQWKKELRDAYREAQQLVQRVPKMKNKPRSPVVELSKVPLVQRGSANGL
# LAP4-GFP MLPCN = modulators of TOR pathway LAP4-GFP in S. cerevisiae; S. cerevisiae LAP4-GFP multiplex, flow cytometry GFP, 3 h; median GFP as percent of DMSO wells; GFP response vs DMSO, % at 10 µM; 320,000 compounds, 0.34% hits; AID 2023;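 active = GFP response vs DMSO above a set limit, about the screen mean plus 3 SD, cut at about 150% in these data; inconclusive = under 70 cell events counted for the yeast strain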
# The depositor's hits bear a star; ? = inconclusive; . = not tested or not shown; [ ] = dose if it differs, or a comment.
CIT2 TOR yeast,LAP4-GFP MLPCN,MEP2-GFP yeast,structure,JMJD2C inh,VLA-4 inh,AGP1-GFP MLPCN,RPL19A-GFP yeast,GRK2 aptamer HTS
100,104,99,Cc1cccc(/C=N/NC(=O)c2cc(C3CC3)nc3ccccc23)n1,-1,-15,98,100,1
103,98,98,COc1ccc(C(=O)Nc2ccc(N3CCN(Cc4ccccc4)CC3)cc2)cc1,5,0,101,96,2
89,94,96,CCOc1ccc(CCNC(=O)Cc2nn[nH]n2)cc1OCC,4,8,98,100,6
104,132,96,Cc1ccccc1C(=O)NCC(=O)OCCCOC(=O)CNC(=O)c1ccccc1C,0,11,123,106,0
102,93,103,O=C(CNS(=O)(=O)c1ccc(F)c(Cl)c1)N1CCCCCC1,6,2,101,99,0
103,99,102,c1ccc(-n2cc(CN3CCCC3)c(-c3ccc4c(c3)OCO4)n2)cc1,-10,6,105,104,0
82,131,86,CCC1(c2ccccc2)ON(c2c(Br)cccc2Br)C1=O (stereo not drawn),4,-7,60,80,0
91,98,88,COc1ccc(C(=O)OCC(=O)NC(=O)NC2CCCC2)c(O)c1,-1,0,94,96,1
103,102,102,CCOP(=O)(OCC)C(Nc1ccc(OC)cc1)c1ccco1 (stereo not drawn),1,9,99,99,0
90,112,98,COC(=O)c1ccccc1NC(=O)c1ccnn1C,-2,27,96,97,1
99,90,102,COC(=O)CNC(=O)CNC(=O)c1nn(-c2ccc(OC)c(OC)c2)c(=O)c2ccccc12,-3,20,94,101,3
?,93[may fluoresce violet],475*[may fluoresce violet],CN1CCN(C(=O)/C(=C/c2ccccc2Cl)NC(=O)c2ccccc2)CC1,10,5,20[may fluoresce violet],67[may fluoresce violet],0
106,105,123,COc1ccccc1C(O)Cc1nc2ccccc2n1C (stereo not drawn),1,0,110,105,0
107,105,100,CN(C)/C=C(\C#N)C(=O)Nc1ccc(O)cc1F,-26,9,104,100,0
99,94,104,Cn1c(=S)n(C)c2ccccc21,-12,8,100,105,3
105,98,104,CC1(C)Cc2c(c(-c3ccccc3)nc(N3CCOCC3)c2C(N)=O)CO1,6,11,106,103,2
93,99,94,CCCOc1ccc(C(=O)NC(C)C(=O)O)cc1 (stereo not drawn),-11,.,95,96,0
117,108,110,CCCCCOC(=O)C1[C@H]2C(=O)N(Cc3cccs3)C[C@]23C=C[C@H]1O3 (stereo partly drawn),12,7,121,106,1
108,110,123,O=c1[nH]c(C2CCN(S(=O)(=O)Cc3ccccc3)CC2)nc2c1nnn2Cc1cccc(Cl)c1,-21,-6,106,103,1
114,91,103,O=C(CCCSc1nc2ccccc2[nH]1)NC(c1ccccc1)c1ccccc1,1,4,102,105,3
96,101,97,N#Cc1cc([N+](=O)[O-])ccc1NC(=O)CSc1n[nH]c(=O)n1C1CC1,9,2,100,99,2
98,84,95,Cc1cc(SCC(=O)c2cccs2)n2nc(C)c(-c3ccc(Cl)cc3)c2n1,4,22,95,98,0
100,123,100,CC(C)C[C@H](NC(=O)c1[nH]cnc1C(=O)N[C@@H](Cc1ccccc1)C(=O)OC(C)(C)C)C(=O)OCc1ccccc1,0,-3,88,101,0
94,94,101,COC(=O)c1ccc(NC(=O)Cn2nnc(-c3cccs3)n2)cc1,-4,26,88,89,0
94,101,91,CCc1nnc(NC(=O)c2cc(-c3ccccn3)nc3ccccc23)s1,14,2,97,92,0
94,103,86,O=C(c1cccc([N+](=O)[O-])c1)N1CCCC(C(=O)N2CCCCCC2)C1 (stereo not drawn),2,-1,95,98,0
104,98,106,O=C(O)CCn1cc(/C=C2/NC(=S)N(c3ccccc3)C2=O)c(-c2ccccc2)n1,1,2,109,106,0
94,97,104,OC1CCCN(Cc2ccc3ccc4cccc5ccc2c3c45)C1 (stereo not drawn),0,5,106,98,2
98,94,112,O=C1c2ccccc2S(=O)(=O)N1Cc1cc(=O)n2ccsc2n1,-6,0,101,97,0
102,104,104,O=C(c1cc(S(=O)(=O)N2CCOCC2)ccc1F)N(CCc1ccccc1)Cc1ccccc1,-3,7,98,101,0
101,124,107,CN(c1ccc(OCC(=O)Nc2cc(Cl)ccc2C(=O)O)cc1)S(=O)(=O)c1ccc(F)cc1,-9,0,111,97,2
.,118,105,CC(C)C(NC(=O)OC(C)(C)C)C(=O)N1CCCC1C(=O)NC(Cc1ccccc1)C(N)=O (stereo not drawn),-1,5,110,113,0
96,93,96,Cc1cc(C)c(S(=O)(=O)N2CCCC(C(=O)NCc3ccncc3)C2)c(C)c1 (stereo not drawn),10,7,95,99,1
96,96,95,Cc1cc(C)n(CCN(C)C(=O)C2CCC(=O)N(CCN3CCOCC3)C2)n1 (stereo not drawn),16,10,94,111,0
97,98,95,COc1cc(NC(=O)CN(C)S(=O)(=O)c2ccc3c(c2)CCC(=O)N3)cc(OC)c1,10,16,102,97,6
93,94,100,CCn1cc(/C=N\NC(=O)Cc2ccc(Cl)cc2)cn1,-6,-2,92,94,0
82,91,92,CCOC(=O)c1sc(Nc2cccc(C)c2C)nc1C,-2,7,89,89,0
95,100,108,CCCCCCCCCCCC(=O)N/N=C/c1ccco1,6,10,101,102,1
90,103,97,Cc1ccsc1CNc1ncnc2ccc(-c3c(C)noc3C)cc12,-7,1,101,97,0
104,97,106,Cc1cc(C(C)(C)C)ccc1OCC(=O)N/N=C\c1c(C)n(C)n(-c2ccccc2)c1=O,-1,-1,106,108,3
101,101,108,COc1ccc(C2OCC3(CO2)SC(N)=NC3=O)cc1 (stereo not drawn),3,10,112,103,0
97,105,106,C=C(C)CSc1nnc2n(C)c(=O)c3c4c(sc3n12)CCC4,-4,11,102,96,1
101,95,101,Cc1sc2nc(C3CCCCC3)nc(SCC(=O)N3CC(=O)Nc4ccccc43)c2c1C,2,-5,97,98,1
95,96,127,COc1ccc(-c2cc(C(=O)Nc3c(C)n(C)n(-c4ccccc4)c3=O)no2)cc1,5,14,83,67,0
102,85,102,Cc1cccc(C(C)C)c1NC(=O)CN(C)Cc1cccc(F)c1,-1,8,96,98,0
89,91,95,Cn1ncc(C#N)c1NC(=O)c1cc(-c2ccccc2Cl)on1,1,11,91,95,5
113,108,104,COCC(C)n1c(C)cc(C(=O)COC(=O)c2cc(=O)[nH]c3ccccc23)c1C (stereo not drawn),-4,-3,102,97,2
98,96,103,COc1ccc(NC(=O)CSc2nnc(Cn3nnc4ccccc43)n2C)cc1,1,18,96,99,0
109,105,95,C=CCn1c(SCC(=O)N(CC)CC)nc(O)cc1=O,11,2,97,96,0
83,71,84,COc1ccccc1CN(C)C(=O)CNC(=O)c1cccc(Cl)c1,-2,-11,81,88,1
94,106,95,Nc1ccccc1/C=N\N=C/c1ccccc1N,1,4,101,93,2
96,97,99,O=C(O)c1ccc(OCC2CCCO2)cc1 (stereo not drawn),-19,24,99,99,6
96,110,102,COc1ccc(/C=N/NC(=O)CN2CCN(Cc3ccccc3)CC2)cc1Br,6,23,105,98,0
106,98,104,COC(=O)CCc1sc(NC2CCCCC2)nc1-c1ccc(OC)cc1,-2,11,100,102,1
104,95,101,Cc1cc(C)nc(/N=C2\NC(=O)CC(C(=O)O)N2c2ccc(Cl)cc2Cl)n1 (stereo not drawn),-8,-2,.,95,0
99,105,101,O=C(NCC(c1ccco1)N1CCc2ccccc21)C(=O)Nc1ccccc1F (stereo not drawn),11,12,105,98,2

# Single records, from the list above.
# O=C(O)c1ccc(OCC2CCCO2)cc1 (stereo not drawn) reads CIT2 TOR yeast = 96; LAP4-GFP MLPCN = 97; MEP2-GFP yeast = 99; JMJD2C inh = -19; VLA-4 inh = 24; AGP1-GFP MLPCN = 99; RPL19A-GFP yeast = 99; GRK2 aptamer HTS = 6
# Cc1cc(C)nc(/N=C2\NC(=O)CC(C(=O)O)N2c2ccc(Cl)cc2Cl)n1 (stereo not drawn) reads CIT2 TOR yeast = 104; LAP4-GFP MLPCN = 95; MEP2-GFP yeast = 101; JMJD2C inh = -8; VLA-4 inh = -2; AGP1-GFP MLPCN = .; RPL19A-GFP yeast = 95; GRK2 aptamer HTS = 0

# Following part.
CIT2 TOR yeast,LAP4-GFP MLPCN,MEP2-GFP yeast,structure,JMJD2C inh,VLA-4 inh,AGP1-GFP MLPCN,RPL19A-GFP yeast,GRK2 aptamer HTS
108,120,117,O=C(CSc1nnc2n1CCCCC2)Nc1ccc(N2CCOCC2)cc1,9,6,117,107,0
116,82,108,CN(CCOc1ccccc1)C(=O)C1CCN(C(=O)c2ccc(Cl)cc2)CC1,-16,4,88,114,2
111,105,105,Cc1cn2c(nc(=O)c3cccnc32)s1,-8,-33,104,108,2
98,113,98,Cc1noc(C)c1CSCC(=O)Nc1nc(-c2ccc(F)c(F)c2)cs1,5,-8,107,98,1
102,104,103,CS(=O)(=O)N1CCN=C1SCc1ccc(F)cc1,-39,22,107,100,4
92,104,92,COc1cc(CNC2CCCCC2OC)cc(OC)c1 (stereo not drawn),-9,32,100,97,6
87,92,93,O=C1CN(C(=O)c2cc3ccccc3oc2=O)C(c2ccccc2)c2cc(F)ccc2N1 (stereo not drawn),-3,1,101,96,0
105,103,105,Cc1ccc(CNC(=O)C(=O)NCC2CCCN2S(=O)(=O)c2cc(C)ccc2C)cc1 (stereo not drawn),-8,11,109,104,0
104,109,106,COC(=O)c1[nH]c(C)c(/C(O)=C2\C(=O)C(=O)N(CCN3CCOCC3)C2c2cccs2)c1C (stereo not drawn),5,-1,105,105,1
103,102,103,CC(NC(=O)C1CCN(c2nnc(-n3cccc3)s2)CC1)C12CC3CC(CC(C3)C1)C2 (stereo not drawn),28,8,103,100,0
102,101,100,CCOC(=O)c1[nH]c(C(=O)O)c(CCC(=O)OC)c1C,4,-9,99,96,4
107,109,109,CCOC(=O)NC(c1ccccc1)C1CCCCC1=O (stereo not drawn),0,4,111,108,0
81,94,100,Cc1sc2nc3c4ccccc4c(NCc4ccco4)nn3c(=O)c2c1C,.,-6,27,92,8
102,93,103,Cc1ccc2c(CN(C)Cc3ccccc3)cc(=O)oc2c1C,-1,-9,95,102,0
97,105,99,CCOc1ccccc1N/C(=C(/C(Cl)=C(Cl)Cl)[N+](=O)[O-])n1cncn1,11,8,91,97,2
103,102,109,O=C1NC(=Nc2ccc(Cl)cc2)SC1Cc1cc(Cl)ccc1Cl (stereo not drawn),10,14,106,103,0
96,109,102,Nc1nc(NC(=O)CCC(=O)O)nn1-c1ccccc1,-1,9,100,98,1
113,110,107,Cc1occc1C(=O)N/N=C/c1ccc(Br)s1,-3,-35,107,100,0
104,90,101,Cc1ccc2[nH]c(=O)c(C3=NN(C(=O)CCC(=O)O)C(c4cccs4)C3)c(-c3ccccc3)c2c1 (stereo not drawn),-3,25,103,100,0
99,92,113,Cc1ccccc1NC(=O)CCS(=O)(=O)c1ccc(Br)cc1,-23,12,95,105,41*
90,98,99,COC(=O)c1ccc(NC(=O)Cn2cnc3c(nnn3-c3cccc(OC)c3)c2=O)cc1,2,0,95,101,6
106,110,115,O=C(OCC(=O)N1CCOCC1)c1ccc(O)cc1,-7,-3,103,104,0
98,100,97,CCN(CC)C(=O)/C(=C/c1cccc([N+](=O)[O-])c1)NC(=O)c1ccco1,-19,5,104,96,3
97,105,101,CCOC(=O)C1CCCN(c2cc(=O)n(-c3ccccc3Cl)c(=O)[nH]2)C1 (stereo not drawn),-8,13,104,94,2
?,97[may fluoresce violet],104[may fluoresce violet],CN(C)c1cc2c(cc1NC(=O)c1ccccc1Cl)n(C)c(=O)n2C,-1,0,29[may fluoresce violet],99[may fluoresce violet],0
